Assay outcomes from PubChem.
ANO1 block: TMEM16A chloride channel inhibitors, primary screen, cell-based, HTS | 1.2% of 310,000 active | Anoctamin-1 (Mus musculus), Q8BHY3 | normalized B-score (activity score, 25-100; higher = stronger inhibition) at 10 µM | HEK293 TMEM16A/YFP iodide influx fluorescence, ionomycin;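 active = ratio plate-corrected score three or more library SD toward inhibition, starting fluorescence score within five deviations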;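 note: score derived from kinetic fluorescence span divided by baseline fluorescence per well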
MrgX1 allo act: positive allosteric modulators of MrgX1, primary screen, HEK293 cells, Fluo-4 calcium flux; Mas-related G-protein coupled receptor member X1 (Homo sapiens), Q96LB2; B-score at 10 µM; 0.63% of 310,000 active; FDSS; hits give high values;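 active = plate-corrected calcium response at least 3 library SD above typical, normal starting fluorescence, not activating the receptor alone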;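 note: compound read alongside a low EC10 to EC30 dose of BAM8-22 agonist; peak minus trough fluorescence over baseline measured at the second addition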
Target sequence (Q96LB2 whole entry, looked up): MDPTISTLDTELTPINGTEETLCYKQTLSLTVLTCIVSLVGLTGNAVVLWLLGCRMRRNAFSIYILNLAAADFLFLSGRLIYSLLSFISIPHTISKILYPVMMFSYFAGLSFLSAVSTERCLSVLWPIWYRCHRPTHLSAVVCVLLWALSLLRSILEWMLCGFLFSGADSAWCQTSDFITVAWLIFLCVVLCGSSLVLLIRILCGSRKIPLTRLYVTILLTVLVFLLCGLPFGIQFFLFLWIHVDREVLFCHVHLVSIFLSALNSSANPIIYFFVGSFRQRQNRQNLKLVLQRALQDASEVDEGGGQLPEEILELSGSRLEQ
MrgX1 ag: agonists of human MrgX1 receptor, primary screen, HEK293 cells, Fluo-4 calcium flux. Mas-related G-protein coupled receptor member X1 (Homo sapiens), Q96LB2. Fluo-4 calcium fluorescence, agonist mode; hits give high values. B-score at 10 µM. 0.44% of 310,000 active. AID 588627, 2011;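 active = calcium response B-score plate-corrected fluorescence ratio at least 3 library SD, with starting fluorescence B-score inside 5 SD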
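times = overnight plating, then 30 min 37 °C plus 30 min room-temperature dye loading | assay system = stable human MrgX1 HEK293 cell line | input = fifteen thousand cells per well | signal = kinetic calcium dye fluorescence, Fluo-4 NW | dosing = compound delivered in addition one of three | read-out = B-scored fluorescence response ratio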
TMEM16A act: TMEM16A chloride channel activators or potentiators, primary screen, cell-based, HTS; AID 623877, 2012; Anoctamin-1 (Mus musculus), Q8BHY3; B-score at 10 µM; HEK293 TMEM16A/YFP-H148Q/I152L, iodide quench fluorescence; hits give low values; 0.3% of 340,000 active;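 active = fluorescence-ratio B-score plate-corrected deviation score at least 3 library SD below zero, with starting fluorescence score within 5 deviations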;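 note: channel opened by trigger with iodide after compound preincubation; score built on the fluorescence ratio of max minus min over baseline; more negative score means more quench and so TMEM16A activation or potentiation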
TRPC6 inh: mouse TRPC6 channel inhibitors, primary screen, cell-based, HEK293, membrane potential dye; Short transient receptor potential channel 6 (Mus musculus), Q61143; ACh-evoked depolarization; hits give low values; B-score at 10 µM; 1.1% of 310,000 active;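 active = B-score under library mean minus 3 SD, initial fluorescence not abnormally high, positive integrated signal ratio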;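 note: B-score derived from integrated fluorescence ratio over the kinetic read; more negative B-score means stronger inhibition of depolarization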
TRPC6 act: mouse TRPC6 channel activators, primary screen, cell-based, HEK293, membrane potential dye; Short transient receptor potential channel 6 (Mus musculus), Q61143; HEK293-TRPC6 membrane potential dye fluorescence; hits give high values; B-score at 10 µM; 0.13% of 310,000 active; AID 2550, 2010;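 active = B-score of the integrated fluorescence ratio above library mean plus 3 SD, and starting fluorescence ratio within library mean plus 5 SD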;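 note: higher score means more depolarization so channel activation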
TRPC4 PAM: positive allosteric modulators of TRPC4, primary screen, cell-based, mouse TRPC4beta, HEK293 mu-opioid, Fluo-4 calcium. DAMGO EC20, Fluo-4 Ca2+ flux; hits give high values. B-score at 10 µM. Short transient receptor potential channel 4 (Mus musculus), Q9QUQ5. 0.42% of 310,000 active. AID 2227, 2009;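 active = B-score of calcium response area above 5 SD of library B-scores, with initial fluorescence ratio within 5 SD of library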;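 note: B-score of integrated fluorescence ratio over time as area under calcium response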
TRPC4 act: activators of mouse TRPC4 channel, primary screen, Fluo4 calcium, HEK293 TRPC4beta/mu-opioid cells; AID 2237, 2010; Fluo4 calcium fluorescence; hits give high values; 0.49% of 310,000 active; Short transient receptor potential channel 4 (Mus musculus), Q9QUQ5; B-score at 10 µM;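 active = B-score above 5 SD of library B-scores, and initial fluorescence ratio not above library mean plus 5 SD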;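 note: positive B-score marks a calcium rise read as TRPC4 activation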
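Technique: kinetic Fluo4 calcium fluorescence; Test system: TRPC4beta and mu-opioid receptor HEK293 stable cells; Measure: B-scored integrated calcium fluorescence ratio; Benchmarks: low control buffer alone, high control maximal DAMGO; Schedule: 45 min room-temperature Fluo4 loading, 110 s read.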
MrgX1 antagonist: antagonists of human MrgX1 receptor, primary screen, HEK293 cells, Fluo-4 calcium flux; 1.3% of 310,000 active; AID 588676, 2011; B-score at 10 µM; BAM8-22 antagonism; hits give low values;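 active = calcium-response B-score plate-corrected more than 3 library SD below zero, starting fluorescence within 5 deviations, no agonist response on first addition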;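 note: peak minus trough fluorescence over baseline after final BAM8-22 challenge near maximal dose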
SKKanGAS inh: S. pyogenes SKKanGAS growth inhibitors in kanamycin, primary screen, streptokinase expression inhibitor project, SKKanGAS strain, BacTiter-Glo luminescence; 6 h; inhibition, % at 7.5 µM; 1.3% of 300,000 active; AID 1662, 2009;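 active = mean replicate score, as percent of positive control median, at least 50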;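 note: strain carries kanamycin resistance gene driven by streptokinase promoter and grows in 40 µg/ml kanamycin; loss of luminescence reflects streptokinase promoter inhibition or plain growth inhibition; 0% = median of DMSO wells and 100% = positive control at its reference dose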
TRPC4 inh: inhibitors of mouse TRPC4 channel, primary screen, Fluo4 calcium, HEK293 TRPC4beta/mu-opioid cells; DAMGO-evoked Fluo4 calcium flux; hits give low values; B-score at 10 µM; 0.39% of 300,000 active;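 active = B-score over 3 SD under the library average, no early fluorescence shift, positive overall ratio signal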
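Material: HEK293 cells with stable TRPC4beta plus mu-opioid receptor expression; probe or stimulus: DAMGO in two steps, submaximal then maximal; technique: Fluo4 calcium fluorescence by kinetic imaging, 5 s 1 Hz baseline; measure: integrated fluorescence ratio relative to baseline, converted to per-well B score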
The depositor's hits bear a star; i = inactive; . = not tested or not shown.

SMILES	ANO1 block	MrgX1 allo act	MrgX1 ag	TMEM16A act	TRPC6 inh	TRPC6 act	TRPC4 PAM	TRPC4 act	MrgX1 antagonist	SKKanGAS inh	TRPC4 inh
c1ccc(COc2ccccc2CNC2CCCC2)cc1	i	i	i	i	-7.7*	i	i	i	i	4	i
O=C1CCCc2nc(N3CCN(C(c4ccccc4)c4ccccc4)CC3)ncc21	i	i	i	i	i	i	i	43*	i	6	i
Fc1ccc(CSc2nc3ncccc3[nH]2)cc1	i	i	i	i	i	i	i	i	i	-2	i
O=S(=O)(Nc1nccs1)c1ccc(F)cc1	i	i	i	i	i	i	i	i	i	-2	i
COCCN1C(=O)C(=O)/C(=C(/O)c2cccc(OC)c2)C1c1ccncc1 (configuration not stated)	i	i	i	i	i	i	i	i	i	2	i
CC(C)(C)N1CC(c2nc3ccccc3n2CCOc2ccccc2)CC1=O (configuration not stated)	i	i	i	i	i	i	i	i	i	4	i
COc1cccc(C(=O)Oc2cccc(N3C(=O)C4C5CC(C(Br)C5Br)C4C3=O)c2)c1 (configuration not stated)	i	i	i	i	i	i	i	i	i	-2	i
COCC(C)NC(=O)c1cc(-c2ccc(OC)c(OC)c2)on1 (configuration not stated)	i	i	i	i	i	i	i	i	i	2	i
CC(=O)NC(CC(=O)NCc1ccncc1)c1ccccc1 (configuration not stated)	i	i	i	i	i	i	i	i	i	-16	i
O=C(NCCCn1ccnc1)c1cccc(S(=O)(=O)Nc2ccc(Br)cc2)c1	i	i	i	i	i	i	i	i	-4.5*	-1	i
COc1ccc2c(c1)-c1nc(/N=C/c3cccc(OC)c3O)sc1CC2	i	i	i	i	i	i	i	i	i	-1	i
COc1cc(CC(=O)Nc2nc(-c3ccc(F)c(F)c3)cs2)cc(OC)c1OC	25*	i	i	i	i	i	i	i	i	18	i
Cn1c(/C=N/c2nc3ccccc3[nH]2)nc2ccccc21	i	i	i	i	i	i	i	i	i	0	i
CC(C)(C)n1nnnc1C(c1ccc(C(F)(F)F)cc1)N(Cc1ccc(F)cc1)Cc1ccco1 (configuration not stated)	i	i	i	i	i	i	i	i	i	-2	i
O=C(Nc1cccc(C(=O)O)c1)/C(=C\c1ccccc1Cl)NC(=O)c1ccco1	i	i	i	i	i	i	i	i	i	-9	i
COc1ccc(CN2CCn3ncc(C(=O)Nc4ccc(Cl)cc4Cl)c3C2=O)cc1	i	i	i	i	.	.	.	.	i	0	.
Cc1ccc(C(=O)N/C(=C/c2ccco2)C(=O)N2CCCCC2)cc1	i	i	i	i	i	i	i	i	i	-2	i
Cc1ccc(C)c(NC(=S)Nc2ccc(S(=O)(=O)Nc3ncccn3)cc2)c1	i	i	i	i	i	i	i	i	i	6	i
O=S(=O)(c1ccc(F)cc1F)N1CCCN(c2ccc(C(F)(F)F)cn2)CC1	i	i	i	i	i	i	i	i	i	6	i
Cc1cc(C)c2c(CCl)cc(=O)oc2c1	i	i	i	i	i	i	i	i	i	-2	i
COc1ccc(NC(=O)c2ccc(Cn3cc(Cl)cn3)cc2)cc1	i	i	i	i	i	i	i	i	i	-1	i
CCCC12CN(C(=O)c3ccc([N+](=O)[O-])cc3)CC(C)(CN(C(=O)c3ccc([N+](=O)[O-])cc3)C1)C2=O	i	i	i	i	i	i	i	i	i	2	i
COC(=O)c1[nH]c2ccc(Br)cc2c1NC(=O)CN1CCN(C2CCCCC2)CC1	i	i	i	i	-17*	i	i	i	i	-4	i
CC(=O)Nc1ccc(SCC(=O)Nc2ccccc2-c2ccccc2)cc1	i	i	i	i	i	i	i	i	i	3	i
Cn1c(CNC(=O)CNC(=O)c2ccc(F)cc2)cc(=O)n(C)c1=O	i	i	i	i	i	i	i	i	i	56*	i
COCCN(C(=S)Nc1ccc(C)cc1)C(C)c1ccco1 (configuration not stated)	i	i	i	i	i	i	i	i	i	20	i
O=C(Cc1ccccc1)NNC1CC(=O)N(c2ccc(Cl)cc2)C1=O (configuration not stated)	i	i	i	i	i	i	i	i	i	3	i
O=C(c1ccc(S(=O)(=O)Cc2ccccc2Cl)c([N+](=O)[O-])c1)N1CCN(c2ccccn2)CC1	i	i	i	i	i	i	i	i	i	-3	i
CCCC1C(c2ccc(OC)cc2)C(C#N)(C#N)C2(C#N)CC1(N)NC2=O (configuration not stated)	i	i	i	i	i	i	i	i	i	-2	i
CC(Oc1ccc2c(-c3ccccc3)cc(=O)oc2c1)C(=O)NC(Cc1c[nH]c2ccc(O)cc12)C(=O)O (configuration not stated)	i	i	i	i	i	i	i	i	i	1	i
CC(=O)c1cccc(NC(=O)N2CCCC2C(=O)Nc2ccc3c(c2)OCO3)c1 (configuration not stated)	i	i	i	i	i	i	i	i	i	1	i
CCC(=O)Nc1sc(C(=O)OC)c(C)c1C(=O)OC	i	i	i	.	i	i	i	i	i	-9	i
COc1cccc(C2CC(c3ccc(C)cc3)n3ncnc3N2)c1 (configuration not stated)	i	i	i	i	i	i	i	i	i	-3	i
CCOc1cc(/C=N/NC(=O)CN2CCCCC2)ccc1OCc1cccc(Cl)c1	i	i	i	i	i	i	11*	i	i	4	i
C#Cc1ccc([C@@H]2C=C(C(=O)OCC=C)O[C@H](OCc3ccc(CO)cc3)C2)cc1	i	i	i	i	i	i	i	i	i	16	i
CC(=O)Nc1ccc2c(c1)C(C)(C)C(C)N2C (configuration not stated)	i	i	i	.	i	i	i	i	i	5	i
Cc1ccc(C)c(OCC(=O)Nc2ccc(S(=O)(=O)Nc3ncccn3)cc2)c1	i	i	i	i	i	i	i	i	i	16	i
COc1ccc(C2CC(=O)N(C)c3ccccc3S2)cc1OC (configuration not stated)	i	i	i	i	i	i	i	i	i	-1	i
O=C(c1ccco1)N1CCN(S(=O)(=O)c2ccc(Oc3ccccc3)cc2)CC1	i	i	i	i	-13*	i	i	i	i	4	i
CCc1ccc(N(CC(=O)NC(C)(C)C)C(=O)CNC(=O)c2cccs2)cc1	i	i	i	i	i	i	i	i	i	-4	i
Cc1ccc(OCC(=O)NNC(=O)CSc2ncnc3sc(C)c(C)c23)cc1	i	i	i	i	i	i	i	i	i	-1	i
CN(C)CCNc1c2c(nc3ccccc13)CCC2	i	i	i	i	-9.1*	i	i	i	i	3	i
Cc1cc(C)n(C(=O)CNC(=O)c2cccs2)n1	i	i	i	i	i	i	i	i	i	-3	i
CN(Cc1nc(-c2cnccn2)no1)Cc1n[nH]c2c1CCCCC2	i	i	i	i	i	i	i	i	i	0	i
O=C(NCCN1C(=O)S/C(=C\c2ccc(Cl)cc2Cl)C1=O)C1=COCCO1	i	i	i	i	i	i	i	i	i	-9	i
CC(C)CNC(=O)CSc1nnc(-c2cccc(S(=O)(=O)N3CCCCC3)c2)o1	i	i	i	i	i	i	i	i	i	1	i
O=C(CC(C(=O)O)P(=O)(c1ccccc1)c1ccccc1)c1ccc(Br)cc1 (configuration not stated)	i	i	i	i	i	i	i	i	i	-5	i
COc1ccc(C(=O)COc2ccc(F)cc2)c(O)c1C	i	i	i	i	i	i	i	i	i	-10	i
CN(C)c1ccc(C(=O)OCC(=O)NC2CCCCC2)cc1	i	i	i	i	i	i	i	i	i	-3	i
O=C(COc1ccc2ccc(=O)oc2c1)NCCCN1CCCC1=O	i	i	i	i	i	i	i	i	i	-7	i

Going on with the list.
SMILES	ANO1 block	MrgX1 allo act	MrgX1 ag	TMEM16A act	TRPC6 inh	TRPC6 act	TRPC4 PAM	TRPC4 act	MrgX1 antagonist	SKKanGAS inh	TRPC4 inh
CSc1ccc(/C=C(\C(=O)O)c2ccc(S(=O)(=O)N3CCCCC3)s2)cc1	i	i	i	i	i	i	i	i	i	6	i
O=C(O)CCC(=O)c1cccc2ccccc12	i	i	i	i	i	i	i	i	i	-1	i
O=C(N=C1SC2CS(=O)(=O)CC2N1c1c(Cl)cccc1Cl)C1CC1 (configuration not stated)	i	i	i	i	i	i	i	i	i	2	i
CCOC(=O)CCc1c(C)nc2cc(-c3ccc(Cl)cc3)[nH]n2c1=O	i	i	i	i	i	i	i	i	-6*	0	i
O=C(CSc1nnc(-c2ccccc2)o1)Nn1cnnc1	i	i	i	i	i	i	i	i	i	0	i
CC(=O)Cn1c2ccccc2n2nc(CCC(=O)O)c(=O)nc12	i	i	i	i	i	i	i	i	i	5	i
O=C(Cc1ccc(Cl)cc1)c1ccc(O)cc1	i	i	i	i	i	i	i	i	i	1	i
CCOc1ccc(S(=O)(=O)NCc2ccccc2Cl)cc1C(N)=O	i	i	i	i	i	i	i	i	i	7	i
CC1CCN(c2ccc(NC(=O)Cc3ccccc3)cc2)CC1	i	i	i	i	i	i	i	i	i	4	i
Cc1cc(C)cc(NC(=S)NCc2cccs2)c1	i	i	i	i	i	i	i	i	i	-6	i
Cc1c(C(=O)O)c(=S)sn1CCOc1ccccc1	.	.	.	i	i	i	i	i	.	-9	i
O=S(=O)(c1ccccc1)N1CCN(C/C=C/c2ccccc2)CC1	i	i	i	i	i	i	i	i	i	-3	-6*
CCN1CCN(c2ccc(S(=O)(=O)N3CCOCC3)cc2NC(=O)C(C)Oc2ccc(Cl)cc2)CC1 (configuration not stated)	i	i	i	i	i	i	i	i	i	9	i
C/C(=N\NS(C)(=O)=O)c1ccccc1	i	i	i	i	i	i	i	i	i	0	i

Compounds as they come; 6.7% or so of the library scored in one or more.
